Assay outcomes: PubChem, National Center for Advancing Translational Sciences (NCATS)
TrxR1 substrate = substrates of rat thioredoxin reductase 1; O89049; purified TrxR1 substrate turnover, NADPH consumption readout; Potency, µM (titrated, usually from 114 µM), without a hit: at the highest dose activity change, negative = substrate turnover; 0.01% of 390,000 active; also: potency is read from the fitted curve at half-maximal effect; % is scaled to controls: 0 for no effect and ±100 for the full control effect; nearly all actives have a fitted effect of over 50% in size
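Rat TrxR1, dispensed at 90 nM, was prereduced with 400 uM NADPH (final) for 5 min at ~22 deg C, then incubated with compound 15 min before 400 uM selenite. A first-read NADPH fluorescence drop versus no-compound background flagged substrates.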
Tb PGK inh = inhibitors of T. brucei phosphoglycerate kinase. P07378. PGK/GAPDH coupled, Kinase-Glo luminescence, 60 min. Potency, µM (doses to about 57.5 µM), for the others: at the top dose activity change, negative = inhibition, most hits filed as inhibitors. 0.043% of 380,000 active; also: potency is read from the fitted curve at half-maximal effect; % is scaled to controls: 0 for no effect and ±100 for the full control effect; nearly all actives have a fitted effect of over 60% in size
Target sequence (P07378 whole entry, looked up): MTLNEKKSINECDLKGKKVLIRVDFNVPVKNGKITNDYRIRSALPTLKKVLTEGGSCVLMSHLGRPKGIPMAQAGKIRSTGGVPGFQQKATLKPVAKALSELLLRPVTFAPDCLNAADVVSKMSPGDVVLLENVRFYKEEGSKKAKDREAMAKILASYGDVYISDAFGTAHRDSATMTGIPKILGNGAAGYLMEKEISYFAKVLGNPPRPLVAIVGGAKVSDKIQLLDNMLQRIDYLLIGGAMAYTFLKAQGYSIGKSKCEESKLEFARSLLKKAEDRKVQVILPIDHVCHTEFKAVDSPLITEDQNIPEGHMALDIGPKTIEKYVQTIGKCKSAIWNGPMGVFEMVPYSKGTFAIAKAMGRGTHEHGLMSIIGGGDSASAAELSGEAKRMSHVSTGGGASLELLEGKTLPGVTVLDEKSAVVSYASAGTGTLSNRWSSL
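Recombinant glycosomal PGK reaction used 1,3-bisphosphoglycerate generated in-well by GAPDH (100nM final) in 100mM TEA pH 7.6, 5mM MgCl2, 0.01% Tween-20. After 60 minutes at room temperature, ATP was read by Kinase-Glo Plus luminescence end-point.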
HP1b chromo inh = inhibitors of HP1-beta chromodomain binding to methylated histone tails. P83916. AlphaScreen HP1-beta / biotin-H3K9me3 peptide binding. Potency, µM (series often up to 114 µM), without a hit: at the highest dose activity change, negative = inhibition, usual class: inhibitors. 0.56% of 390,000 active; also: potency is read from the fitted curve at half-maximal effect; nearly all actives have a fitted effect of over 70% in size; inactives centre near 23
Target sequence (P83916 whole entry, looked up): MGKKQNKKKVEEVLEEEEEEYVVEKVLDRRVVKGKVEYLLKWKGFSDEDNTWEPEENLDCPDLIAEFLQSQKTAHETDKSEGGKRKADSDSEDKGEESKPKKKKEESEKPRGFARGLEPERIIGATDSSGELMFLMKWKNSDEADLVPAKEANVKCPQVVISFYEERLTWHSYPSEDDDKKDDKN
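Compound inhibition of the preformed complex between 50 nM HP1-beta and 50 nM biotinylated H3K9me3 peptide was read by AlphaScreen. Buffer was PBS pH 7.4 with 0.01% Tween-20. Incubations ran 30 min at room temperature, with 10 ug/mL donor/acceptor beads.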
rTrxR1 inhibitor = blocks rat thioredoxin reductase 1; O89049; recombinant rTrxR1, NADPH fluorescence consumption, selenite substrate; Potency, µM (highest dose often 114 µM), for the others: at the highest dose activity change, negative = inhibition, usual class: inhibitors; 1% of 390,000 active; AID 588453; also: potency is read from the fitted curve at half-maximal effect; % is scaled to controls: 0 for no effect and ±100 for the full control effect; nearly all actives have a fitted effect of over 65% in size
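Rat TrxR1 (90 nM in the dispensed reagent) was pre-reduced with 400 uM NADPH for 5 min at room temperature, then incubated with compound for 15 min. After 400 uM selenite was added, NADPH fluorescence (Ex 340/Em 450 nm) was followed for 8 min.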
USP1-UAF1 inh = USP1/UAF1 (human) deubiquitinase inhibition; Potency, µM (highest dose often 57.1 µM), without a hit: at the top dose activity change, negative = inhibition, hits mostly inhibitors; 0.23% of 390,000 active; O94782; AID 743255; recombinant USP1/UAF1, Ub-Rhodamine cleavage fluorescence; also: potency is read from the fitted curve at half-maximal effect; % is scaled to controls: 0 for no effect and ±100 for the full control effect; nearly all actives have a fitted effect of over 60% in size; inactives centre near -12
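In this screen, compounds sit with the deubiquitinase complex (1nM) for 15 min at room temperature before Ub-Rho is added at 150nM final. Fluorescence rise is then followed for 6 reads every 60 seconds.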
PI4K2A block = inhibitors of human PI4K2A; 0.13% of 420,000 active; purified PI4K2A, ADP-Glo luminescence, 1 h; stronger effect = lower value; activity change, negative = inhibition, % at 76.9 µM; AID 1346378; in the data active = activity change below about -50%; inconclusive = mostly about -30% to -49%;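 also: -100% = wells without enzyme as full effect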
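ADP-Glo luminescence measured ADP generated by PI4K2A enzyme (4 ug/mL before mixing) with 1.2 mM PI substrate (pre-mix) and 300 microM ATP (pre-mix). Tris pH7.5 buffer with MgCl2, Triton X-100; 1 h reaction at ambient temperature.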
mIDH1 inhibitor = inhibitors of human mutant IDH1 R132H; O75874; IDH1-R132H enzyme, NADPH consumption, diaphorase/resazurin fluorescence; Potency, µM (series often up to 76.6 µM), without a hit: at the top dose activity change, negative = inhibition, actives largely listed as inhibitors; 0.093% of 390,000 active; also: potency is read from the fitted curve at half-maximal effect; % is scaled to controls: 0 for no effect and ±100 for the full control effect; nearly all actives have a fitted effect of over 65% in size
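IDH1-R132H (0.5 ug/mL) preincubated 30 min with compound, then NADPH (0.016 mM) and alpha-KG (2 mM) added; 80 min at RT, pH 7.5. Remaining NADPH coupled via diaphorase/resazurin to fluorescence (540/590 nm); concentration-response curves normalized to no-enzyme control.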
GLS inhibitor = blocks human kidney-isoform glutaminase activity | GLS enzymatic activity, qHTS titration | AID 624170 | Potency, µM (top dose mostly 45.5 µM), without a hit: at the highest dose activity change, negative = inhibition, most hits filed as inhibitors | O94925 | 0.21% of 410,000 active; also: potency is read from the fitted curve at half-maximal effect; % is scaled to controls: 0 for no effect and ±100 for the full control effect
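Glutamate formation by hKGA was monitored fluorometrically using coupled glutamate oxidase, HRP and Amplex Red. Substrate was added as 1 mM L-glutamine solution; incubation was 30 min at RT after an initial read.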
Pin1 inh = human Pin1 inhibition | Q13526 | Pin1 FP peptide displacement, HiFluor488, 10 min | Potency, µM (highest dose often 115 µM), for the others: at the highest dose activity, negative = inhibition, most hits filed as inhibitors | 0.009% of 390,000 active | AID 504891; active = well fitted inhibition curve with a large enough effect in the polarisation, with a control signal flat, not every such curve was filed as active; inconclusive = small, poorly fitted or top-dose-only effect, or effect the other way, or a change in a side signal; inactive = no such curve, though single readings can be large or run the other way; the % refers to the polarisation; also: potency is read from the fitted curve at half-maximal effect; % is scaled to controls: 0 for no effect and ±100 for the full control effect
Target sequence (Q13526 whole entry, looked up): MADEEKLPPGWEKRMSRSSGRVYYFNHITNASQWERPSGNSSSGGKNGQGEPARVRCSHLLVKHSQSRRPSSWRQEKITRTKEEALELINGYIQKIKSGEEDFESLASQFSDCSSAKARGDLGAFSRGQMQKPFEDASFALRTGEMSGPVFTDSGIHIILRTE
* = called active by the depositor; i = inactive; u = inconclusive; x = no result given; [ ] = dose if it differs, or a comment. Unless noted, calls follow the shape of the dose curve; as a rule, active = well fitted curve in the direction sought with a large enough effect; inconclusive = small, poorly fitted or top-dose-only effect, or another doubt; inactive = no such curve, though single readings can be large; an effect the other way counts as inactive or inconclusive. Not all compounds are listed. The share of hits here may be higher or lower than overall.

Results follow in this order: TrxR1 substrate | USP1-UAF1 inh | Tb PGK inh | GLS inhibitor | HP1b chromo inh | PI4K2A block | mIDH1 inhibitor | rTrxR1 inhibitor | Pin1 inh
c1ccc2sc(NN=C3CCCC3)nc2c1
→ 6%[57.1 µM] | -2% | -4% | -3% | -13% | -11 | 1% | 27%[57.1 µM] | -3%
ClCC1CSC(=NC23CC4CC(CC(C4)C2)C3)O1 (stereo unspecified)
→ -10% | -2% | 1% | 3% | 59%[activator] | -4 | -3% | -7% | -2%
CC(CNC(=O)Cn1ccc2cc(S(=O)(=O)N3CCCCC3)ccc21)c1ccccc1 (stereo unspecified)
→ -6% | -17% | i | 1% | 4% | -3 | 4% | 12% | 23%
CCOc1ccccc1CNC(=O)c1cc2c(=O)n(Cc3ccco3)ccc2nc1C
→ 4%[57.1 µM] | -13% | -8% | 3% | 56%[activator] | -13 | 18% | 2%[57.1 µM] | 3%
O=C(Nn1cnnc1)c1cc2c(s1)CCCCC2
→ 7% | -19% | -13% | 0% | 20% | -2 | 3% | -3% | 2%
CCN(CC)CC(=O)Nc1sc2c(c1C(=O)c1ccccc1OC)CCC2
→ -9% | -29% | 5% | 2% | -5% | 3 | -5% | -34% | 0%
Cc1ccc(-c2c(C)sc3nc[nH]c(=O)c23)cc1C
→ 4%[57.1 µM] | -18% | -6% | 0% | 8% | -19 | 1% | 6%[57.1 µM] | 1%
CCOc1ccc(CC(=O)NCCc2csc(-c3ccc(Cl)cc3)n2)cc1
→ -1%[57.1 µM] | -8% | 2% | 8% | 9%[57 µM] | 1 | -5% | 22%[57.1 µM] | 0%
O=P(O)(c1ccccc1)c1ccccc1O
→ -11% | -5% | -4% | 3% | 53%[activator] | 0 | 2% | -7% | 0%
COc1c(Br)cc(Br)cc1/C=N/n1c(C)nnc1C
→ -6% | -17% | 8% | 50%[activator] | u | 3 | 2% | -6% | -1%
CC1CCC(NC(=O)CN(C)CC(=O)Nc2ccc(F)cc2)CC1 (stereo unspecified)
→ -6% | -18% | i | -12% | 34% | -4 | 3% | 3% | 1%
CC(=O)Nc1ccc(NCc2ccc(-c3ccccc3)cc2)cc1
→ 0% | -26% | -6% | -11% | 7% | 5 | 4% | 2% | 6%
Cc1cc(NC(=O)CSc2nc(N)c(NC(=O)c3ccccc3)c(=O)[nH]2)no1
→ 6%[57.1 µM] | 2% | -3% | -11% | 2% | -7 | -2% | 17%[57.1 µM] | 9%
O=C(Nc1cccnc1)c1sc(Nc2ccccc2)nc1-c1ccccc1
→ 16% | -12% | 3% | 1% | 42%[activator] | 1 | 15% | -5% | 10%
COc1cccc(NC(=O)CSCc2cc(=O)n3ccsc3n2)c1
→ -6% | -3% | -2% | 4% | 63%[activator] | 5 | 4% | 2% | -12%
CC1Cc2ccccc2N1CC(=O)NC(=O)NC(C)(C)C (stereo unspecified)
→ 4%[57.1 µM] | -3% | -5% | -4% | 11% | 4 | -3% | 15%[57.1 µM] | -6%
Cc1ccc2nc(N/N=C\c3ccc([N+](=O)[O-])o3)nc(-c3ccccc3)c2c1
→ -11%[57.1 µM] | -32% | -11% | -1% | 14% | -10 | -7% | u | u
COc1ccc(C2/C(=C(/O)c3ccc(Br)cc3)C(=O)C(=O)N2C)cc1OC (stereo unspecified)
→ -9% | -23% | -7% | 1% | 41%[activator] | -2 | 3% | -3% | -8%
Cc1ccc(NC(=O)CSc2nc3nc(C)cc(C)c3c(=O)[nH]2)cc1
→ -3% | -21% | 2% | 1% | 40%[activator] | -11 | 2% | 9% | 12%
Cc1cc(Br)ccc1NC(=O)c1ccc(NS(=O)(=O)c2c(C)noc2C)cc1
→ -6% | -14% | 0% | -5% | 19% | -1 | -9% | -4% | -1%
CCCCC(=O)Nc1ccc(NC(=S)NC(=O)c2cccs2)cc1OC
→ -6% | -16% | 0% | -1% | 29% | 2 | 2% | u | 0%
Cn1c2ccccc2c(=O)c2c(=O)n(Cc3ccco3)c(-c3ccc(F)cc3)nc21
→ 2%[57.1 µM] | 1% | -8% | 5% | 26% | -10 | 4% | u | 40%[activator]
C/C(CC(=O)NCc1ccccc1)=N\NC(=O)c1cnccn1
→ -3% | -7% | i | 12% | 22% | -4 | 10% | u | 6%
NC(=O)c1cc(C(=O)Cc2ccc(Cl)cc2)c[nH]1
→ 2%[57.1 µM] | -22% | -8% | -11% | 16% | -13 | -3% | 3%[57.1 µM] | 3%
C[C@@H]1CCCCO[C@H](CN(C)C(=O)c2ccncc2)[C@H](C)CN([C@@H](C)CO)C(=O)c2cc(NC(=O)c3ccccc3)ccc2O1
→ x | -14% | -3% | -10% | x | 4 | 5% | x | x
Cc1ccc(CSCc2nc3ccccc3[nH]2)cc1
→ -5% | -16% | 7% | 14% | 33% | -3 | -12% | -5% | 2%
CN(CCc1ccccc1)C(=O)c1ccc(NC(=O)Cc2ccc([N+](=O)[O-])cc2)cc1
→ -1% | -27% | -6% | 0% | 22% | 2 | -1% | 15% | u
CCCCc1ccc(NC(=O)CSC2=NN3CCCC(=O)N=C3S2)cc1
→ 3% | -8% | i | 9% | 14% | -2 | 0% | 10% | -9%
CCCn1nc(C(=O)NCC2COc3ccccc3O2)c2ccccc2c1=O (stereo unspecified)
→ -2% | -21% | i | -5% | 57%[activator] | 3 | -9% | 9% | u
C=CCn1c(C)cc(-c2csc(NC(=O)C3CCN(c4ncnc5sc(C)c(C)c45)CC3)n2)c1C
→ -5% | -13% | 8% | -21% | 6% | 1 | -14% | -1% | 14%

A draw from above in order of count of non-hydrogen atoms, smallest number first.
Results follow in this order: TrxR1 substrate | USP1-UAF1 inh | Tb PGK inh | GLS inhibitor | HP1b chromo inh | PI4K2A block | mIDH1 inhibitor | rTrxR1 inhibitor | Pin1 inh
CC1Cc2ccccc2N1CC(=O)NC(=O)NC(C)(C)C (stereo unspecified)
→ 4%[57.1 µM] | -3% | -5% | -4% | 11% | 4 | -3% | 15%[57.1 µM] | -6%
COc1cccc(NC(=O)CSCc2cc(=O)n3ccsc3n2)c1
→ -6% | -3% | -2% | 4% | 63%[activator] | 5 | 4% | 2% | -12%
CCN(CC)CC(=O)Nc1sc2c(c1C(=O)c1ccccc1OC)CCC2
→ -9% | -29% | 5% | 2% | -5% | 3 | -5% | -34% | 0%

Later entries:
Results follow in this order: TrxR1 substrate | USP1-UAF1 inh | Tb PGK inh | GLS inhibitor | HP1b chromo inh | PI4K2A block | mIDH1 inhibitor | rTrxR1 inhibitor | Pin1 inh
Fc1ccc(-c2noc3ncnc(NCc4ccc(Cl)cc4)c23)cc1
→ 1% | 3% | -8% | 0% | 45%[activator] | -3 | -3% | 10% | 5%
COc1ccc(N2CCN(C(=O)CNC(=O)c3cccs3)CC2)cc1
→ 1% | -8% | 0% | 31%[activator] | 5% | 5 | 10% | 34% | -5%
O=C(Cn1ncc2c(=O)oc3ccccc3c21)NCc1cccnc1
→ 2% | -3% | -2% | 4% | 35% | 2 | -9% | 22% | -2%
CS(=O)(=O)N1CC(C(=O)NC2CCCC2)Oc2ccc(Cl)cc21 (stereo unspecified)
→ 1% | -10% | -2% | -2% | 33% | 0 | 3% | 8% | -5%
Cc1ccc(F)c(NC(=O)C2CCCCC2C(=O)O)c1 (stereo unspecified)
→ 5% | 10% | 3% | 0% | 39% | 0 | 2% | 2% | -6%
O=C(CSc1ncc(C(F)(F)F)cc1Cl)N1CCN(S(=O)(=O)c2ccccc2)CC1
→ -13% | -9% | -8% | 4% | 14% | 1 | -2% | -1% | 8%
CCc1nnc(N2C(=O)c3ccc(Oc4ccc([N+](=O)[O-])cc4)cc3C2=O)s1
→ -13% | -18% | 1% | 21% | 24% | 2 | u | -11% | -4%
COC(=O)c1sc(NC(=O)c2oc3ccccc3c2C)nc1C
→ 26% | 1% | 7% | 13% | 45% | 2 | 4% | 12% | 1%
Cc1ccc(NC(=S)N2CCCCCC2)c(C)c1
→ 3% | -9% | -6% | 9% | 31% | 4 | -5% | 7% | -3%
COc1ccc(-c2csc(NC(=O)CN3C(=O)C4CCCCC4C3=O)n2)cc1OC (stereo unspecified)
→ -6% | -13% | -9% | 0% | -9% | 0 | 0% | -4% | -3%
COc1c(F)c(F)c(C(=O)Nc2ccccc2N2CCN(C(C)=O)CC2)c(F)c1F
→ -9% | -8% | -5% | 0% | 41%[activator] | -2 | 3% | 8%[57.1 µM] | 0%
CCO/C(C)=C1\N=C(c2ccc(Cl)cc2)OC1=O
→ 1% | -4% | -1% | 14% | 34%[activator] | -4 | -6% | -7% | -5%
Cc1cc(NC(=O)c2cncc(Br)c2)n(-c2ccccn2)n1
→ 10%[57.1 µM] | 2% | -2% | -11% | 29% | 1 | -2% | 16% | 3%

2 entries from above, as labelled records:
Fc1ccc(-c2noc3ncnc(NCc4ccc(Cl)cc4)c23)cc1
  TrxR1 substrate = 1% | USP1-UAF1 inh = 3% | Tb PGK inh = -8% | GLS inhibitor = 0% | HP1b chromo inh = 45%[activator] | PI4K2A block = -3 | mIDH1 inhibitor = -3% | rTrxR1 inhibitor = 10% | Pin1 inh = 5%

COc1ccc(N2CCN(C(=O)CNC(=O)c3cccs3)CC2)cc1
  TrxR1 substrate = 1% | USP1-UAF1 inh = -8% | Tb PGK inh = 0% | GLS inhibitor = 31%[activator] | HP1b chromo inh = 5% | PI4K2A block = 5 | mIDH1 inhibitor = 10% | rTrxR1 inhibitor = 34% | Pin1 inh = -5%
